ABCB6 inh 2: human ABCB6 transporter inhibition. Q9NP58. K562-ABCB6 porphyrin accumulation, flow cytometry, 1 h; stronger effect = lower value. fluorescence ratio to DMSO, % at 10 µM. 360,000 compounds, 0.19% hits. AID 602162;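 active = fluorescence ratio to DMSO below 75%, the collection mean minus 3 SD; inconclusive = too few cells collected in the well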;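 also: signal is porphyrin accumulated inside mitochondria; 100% equals median channel fluorescence of DMSO control wells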
TLR9-MyD88 inh: TLR9-MyD88 interaction inhibition. Q9NR96+Q99836. CHO BLA complementation TLR9-MyD88, CCF4 FRET ratio. inhibition, % at 4.98 µM. 340,000 compounds, 0.21% hits. AID 504734;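 active = inhibition above the mean over all tested compounds plus 3 SD, cut at about 21% in these data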;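 also: 0% = DMSO only wells and 100% = clavulanate BLA inhibitor control wells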
NOD2-RIPK2 inh: blocks binding of human NOD2 to RIPK2; O43353; CHO BLA complementation NOD2-RIPK2, CCF4 ratio; inhibition, % at 4.98 µM; 360,000 compounds, 0.38% hits; in the data active = inhibition above about 21%;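 also: 0% = vehicle only and 100% = reference blocker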
SRC2 inh: human SRC2 (NCOA2) inhibition; Q15596; inhibition, % at 9 µM; HEK293 GAL4-SRC2 luciferase reporter, luminescence; 370,000 compounds, 0.17% hits; AID 651957;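 active = inhibition above the mean inhibition of all tested compounds plus 3 SD, set per campaign, cut at about 52% in these data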;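 also: 0% = DMSO treated cells and 100% = cells given Gossypol at 36 µM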
MC4R ag barr: agonists of human melanocortin 4 receptor (MC4R) beta-arrestin; P32245; U2OS MC4R beta-arrestin complementation, luminescence; percent of melanotan II response, DMSO zero; activation, % at 8.9 µM; 360,000 compounds, 0.98% hits; AID 540308;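 active = activation above a per-plate cutoff, the mean activation of sample wells on that plate plus 3 SD, cut at about 8% in these data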
m5-HT2A agonist: agonists of mouse serotonin 5-HT2A receptor (HTR2A). P35363. CHO-K1 mHTR2A beta-arrestin complementation, luminescence; percent of 30 µM serotonin response. activation, % at 7.6 µM. 360,000 compounds, 0.66% hits;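 active = activation above a run cutoff, the mean activation of all tested compounds plus 3 SD, cut at about 14% in these data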;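 also: 0% = plate median of compound wells and 100% = 30 µM serotonin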
Cardio protect: protects H9c2 cardiomyocytes from peroxide injury; protection from H2O2 cell death, % at 20 µM; H2O2 injury protection, ATPLite, 2 h; 360,000 compounds, 0.63% hits;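 active = compounds giving at least 50% protection of heart cells from peroxide-induced death in the single-dose screen, raw or plate-pattern-corrected value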;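 also: 0% = DMSO wells with peroxide and 100% = DMSO wells without peroxide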
ABHD5 PLIN5 PPI: blocks binding of human ABHD5 to perilipin-5 | inhibition, % at 4 µM | 360,000 compounds, 0.78% hits | AID 602281 | Split G. princeps luciferase complementation, luminescence, 4 h;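 active = inhibition above the mean inhibition across every tested compound plus 3 SD, cut at about 22% in these data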;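 also: 0% = DMSO only wells and the 100% control is not disclosed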
Target sequence (Q00G26 whole entry, looked up): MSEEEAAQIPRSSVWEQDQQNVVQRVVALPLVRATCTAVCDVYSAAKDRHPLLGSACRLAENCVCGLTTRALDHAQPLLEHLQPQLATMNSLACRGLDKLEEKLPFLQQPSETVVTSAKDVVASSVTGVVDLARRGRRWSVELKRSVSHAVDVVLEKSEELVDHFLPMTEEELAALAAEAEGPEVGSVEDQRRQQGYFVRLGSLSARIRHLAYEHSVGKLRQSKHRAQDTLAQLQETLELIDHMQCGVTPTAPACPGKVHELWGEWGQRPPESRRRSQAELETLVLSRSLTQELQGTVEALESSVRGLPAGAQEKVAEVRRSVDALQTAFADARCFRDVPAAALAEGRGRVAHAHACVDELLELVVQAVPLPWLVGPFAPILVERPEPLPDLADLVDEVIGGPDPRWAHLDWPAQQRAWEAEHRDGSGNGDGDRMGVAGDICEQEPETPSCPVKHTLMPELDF
Target sequence (Q8WTS1 whole entry, looked up): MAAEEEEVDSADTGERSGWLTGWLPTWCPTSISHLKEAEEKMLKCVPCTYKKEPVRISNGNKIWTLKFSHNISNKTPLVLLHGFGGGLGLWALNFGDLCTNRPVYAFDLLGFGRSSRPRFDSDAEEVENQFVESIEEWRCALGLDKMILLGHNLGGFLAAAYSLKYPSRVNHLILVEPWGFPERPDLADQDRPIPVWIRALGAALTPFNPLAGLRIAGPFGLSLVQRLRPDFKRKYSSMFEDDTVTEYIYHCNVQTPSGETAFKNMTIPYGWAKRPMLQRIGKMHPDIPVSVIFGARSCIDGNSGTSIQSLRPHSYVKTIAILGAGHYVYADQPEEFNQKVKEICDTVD
N-glyco inh: blocks N-linked glycosylation in D54 reporter cells | D54 ERlucT glycosylation luciferase reporter, 24 h; percent of 100 nM tunicamycin response | reporter increase, % at 12.5 µM | 360,000 compounds, 0.23% hits;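 active = mean luciferase reporter signal, scaled so untreated is 0 and the glycosylation-blocking control 100, at or above a set limit in every replicate; inconclusive = mean reaches the limit but not every replicate does; inactive = mean below the limit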;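 also: luciferase carries N-glycosylation sites so blocking glycosylation raises the light; 0% = median of neutral control wells and 100% = median of 100 nM tunicamycin wells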
MC4R antag cAMP: human MC4R antagonism in cAMP assay; P32245; MC4R-expressing cells, MTII-stimulated cAMP, LANCE TR-FRET; inhibition, % at 6.5 µM; 360,000 compounds, 0.48% hits; AID 540295;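 active = inhibition above its plate's cutoff, the mean of tested wells on that plate plus 3 SD, cut at about 29% in these data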;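 also: 0% = Melanotan II alone and 100% = Melanotan II plus saturating MCL0020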
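System: U2OS-MC4R stable cell line; Technique: Eu-cAMP/anti-cAMP TR-FRET, emission 671 nm; Repeats: single well per compound; Also added: Melanotan II; Dosing: one concentration, 6.5 µM nominal; Schedule: 30-min compound, 1-h challenge, 1-h detection, room temperature.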
Starred values were filed as active, the others as inactive; i = inactive; ? = inconclusive; . = not tested or not shown. Not all compounds are listed (hit frequency here may not be typical).

1	CCSc1nc(N)nc2c1ncn2C1OC(CO)C(O)C1O (stereo not given)
2	CCOP(=O)(OCC)C(NC(=O)Nc1ccc(C)c(Cl)c1)c1ccccc1 (stereo not given)
3	CC(=O)Nc1ccc(S(=O)(=O)N(C#N)c2nc(N(C)C)nc(N(C)C)n2)cc1
4	Cc1ccc(S(=O)(=O)N2CCN(Cc3cc(C(C)(C)C)ccc3O)CC2)cc1
5	CCN1/C(=C\c2ccc3cc(C)ccc3[n+]2CC)Sc2cc(C)c(C)cc21
6	COc1ccc(-n2ncc3c2CC(C)(C)CC3NC(=O)CCN2CCCC2=O)cc1 (stereo not given)
7	O=C(c1sc2cc(F)ccc2c1Cl)N1CCN(c2cccc(Cl)c2)CC1
8	CC(=O)N1CCN(C(=O)c2ccc(-c3ccccc3Cl)o2)CC1
9	COC(=O)c1oc(-c2ccc(Cl)cc2)nc1C
10	COc1ccccc1NC(=O)CSc1nnc(CCC(=O)Nc2ccccc2F)n1C

compound no.,1,2,3,4,5,6,7,8,9,10
ABCB6 inh 2,94,104,101,96,i,102,91,91,99,98
TLR9-MyD88 inh,-5,-13,7,5,-2,0,2,-5,1,-1
NOD2-RIPK2 inh,-18,-15,1,14,0,0,-6,-2,6,-5
SRC2 inh,-15,7,-4,18,-28,23,-3,-57,-18,16
MC4R ag barr,-1.8,0.1,0.5,-1.2,3.3,-3.3,-1.4,-0.7,-3.5,-3.5
m5-HT2A agonist,4,-3,-2,-3,1,-1,-3,-8,2,2
Cardio protect,-3,-7,2,-16,-29,2,-3,-7,-6,2
ABHD5 PLIN5 PPI,6,3,1,-9,4,-5,-7,-5,-6,2
N-glyco inh,2,0,1,-2,14,0,3,-2,1,2
MC4R antag cAMP,5,24,3,-4,0,-1,3,-2,-4,1

11	COc1ccc(CCNC(=O)CSc2nc(C)nc3c2oc2ccccc23)cc1OC
12	O=C1/C(=C/c2cccc([N+](=O)[O-])c2)CCc2ccccc21
13	N#CC1CC(c2ccc([N+](=O)[O-])cc2)=NN1c1ccc([N+](=O)[O-])cc1 (stereo not given)
14	Cc1onc(C(=O)Nc2cccnc2Cl)c1[N+](=O)[O-]
15	CCN(CC)S(=O)(=O)c1ccc(N=Nc2c(C)[nH]n(C(N)=S)c2=O)cc1
16	O=C(Cn1nc(-c2ccccc2)ccc1=O)NCC1CCCO1 (stereo not given)
17	O=C(c1ccc(=O)[nH]c1)N1CCN(S(=O)(=O)c2ccc3ccccc3c2)CC1
18	O=c1[nH]c(=O)c2nc3c4ccccc4c4ccccc4c3nc2[nH]1
19	CC(O)(C(=O)c1ccccc1)c1ccccc1 (stereo not given)
20	CN1CC2(C)CN(C(c3ccccc3)c3ccccc3)CC(C)(C1)C2O (stereo not given)

compound no.,11,12,13,14,15,16,17,18,19,20
ABCB6 inh 2,90,99,162,96,90,91,93,104,97,81
TLR9-MyD88 inh,-10,-2,16,-2,-14,-3,-3,-5,.,-8
NOD2-RIPK2 inh,-11,1,7,2,-19,0,-12,2,-10,-2
SRC2 inh,-8,3,-7,-5,-50,15,4,5,-24,-36
MC4R ag barr,-0.7,1.7,-1.9,-0.7,-2.6,-1.6,1.4,1.8,.,0.0
m5-HT2A agonist,2,-3,-1,1,-4,1,-2,-2,1,3
Cardio protect,7,-18,0,1,-5,-1,-5,4,-1,-19
ABHD5 PLIN5 PPI,-5,37*,-3,1,14,2,-1,10,4,3
N-glyco inh,0,12,-3,-1,0,1,2,96*,1,2
MC4R antag cAMP,-2,-6,14,17,2,8,9,3,.,6

21	CCOC(=O)c1ccc(-c2ccc(C=O)o2)cc1
22	Cc1ccc(Cn2ccnc2SCC(=O)NC2CCCC2)cc1
23	COc1cc(-c2noc(C)c2C#CC2(N)CCCCC2)cc(OC)c1OC
24	Cc1ccc(F)cc1NC(=O)CSc1ncccn1
25	Cc1cc(C)c(C(=O)/C=C/C=C/c2ccccc2)c(=O)[nH]1
26	NC(=O)c1ccc[n+](Cc2cccc3ccccc23)c1
27	O=C(CSc1nnc(NC2CC2)s1)NN1C(=O)NC2(CCCCC2)C1=O
28	O=C(CN1CC[C@@]2(O)CCCC[C@H]2[C@@H]1c1ccc(F)cc1)NCc1ccco1
29	CC1Sc2n(c3ccccc3[n+]2C)N=C1c1ccccc1 (stereo not given)
30	CCCN1C(=O)c2ccccc2NC1c1ccc(Cl)c(Cl)c1 (stereo not given)

compound no.,21,22,23,24,25,26,27,28,29,30
ABCB6 inh 2,105,98,103,106,111,100,96,103,94,96
TLR9-MyD88 inh,-4,-13,-5,7,13,0,-4,11,-4,-7
NOD2-RIPK2 inh,9,2,-1,-4,3,-6,-5,-1,-3,-15
SRC2 inh,-33,-2,-14,4,-3,-1,-4,3,25,-1
MC4R ag barr,-0.5,-0.9,-0.9,1.4,0.7,-2.3,-1.1,-3.5,0.3,0.2
m5-HT2A agonist,3,5,11,5,-1,5,5,6,-3,3
Cardio protect,-2,-2,2,-2,-1,-3,4,-5,-20,-2
ABHD5 PLIN5 PPI,-62,-6,8,1,1,-1,0,3,-1,-2
N-glyco inh,-2,-1,3,1,4,0,2,-2,0,-3
MC4R antag cAMP,6,13,5,-3,-2,3,8,2,-5,3

Structures above with an NH in an aromatic ring (4):
15	CCN(CC)S(=O)(=O)c1ccc(N=Nc2c(C)[nH]n(C(N)=S)c2=O)cc1
17	O=C(c1ccc(=O)[nH]c1)N1CCN(S(=O)(=O)c2ccc3ccccc3c2)CC1
18	O=c1[nH]c(=O)c2nc3c4ccccc4c4ccccc4c3nc2[nH]1
25	Cc1cc(C)c(C(=O)/C=C/C=C/c2ccccc2)c(=O)[nH]1

compound no.,15,17,18,25
ABCB6 inh 2,90,93,104,111
TLR9-MyD88 inh,-14,-3,-5,13
NOD2-RIPK2 inh,-19,-12,2,3
SRC2 inh,-50,4,5,-3
MC4R ag barr,-2.6,1.4,1.8,0.7
m5-HT2A agonist,-4,-2,-2,-1
Cardio protect,-5,-5,4,-1
ABHD5 PLIN5 PPI,14,-1,10,1
N-glyco inh,0,2,96*,4
MC4R antag cAMP,2,9,3,-2

(listing goes on)
31	O=C(CNC(=O)c1ccc(Br)cc1)N/N=C/c1ccc[nH]1
32	Nc1sc(Cc2ccccc2)cc1C(=O)NC1CCCCC1
33	Cc1ccc(NC(=O)C2C3C=CC4(O3)C2C(=O)N(CCCN2CCCC2)C4C(=O)NC2CCCCC2)cc1Cl (stereo not given)
34	CC(C)(C)c1cc(NC(=O)c2cccc(S(=O)(=O)N3CCOCC3)c2)no1
35	CC1Cc2ccccc2N1C(=O)c1nn(C)cc1Br (stereo not given)
36	COc1cccc(-c2cc(C(=O)Nc3cc(OC)c(OC)c(OC)c3)no2)c1
37	CC(C)(C)N(Cc1ccccc1)C(=O)COC(=O)C1CC(=O)N(Cc2ccccc2)C1 (stereo not given)
38	CCN(c1ccc(C)cc1C)S(=O)(=O)c1nnc(NC(=O)c2ccco2)s1
39	Brc1ccc(-c2nnc3sc(CNC4CCCC4)cn23)cc1
40	O=C(Nc1ccc(F)cc1)Nc1cccnc1

compound no.,31,32,33,34,35,36,37,38,39,40
ABCB6 inh 2,104,.,98,103,97,88,96,96,100,94
TLR9-MyD88 inh,11,.,-4,-2,-6,-8,6,-3,2,9
NOD2-RIPK2 inh,5,-5,-12,3,-3,2,-11,-13,-2,-2
SRC2 inh,7,-15,-12,8,-14,-9,15,-24,2,-34
MC4R ag barr,1.8,.,-1.0,2.6,0.5,0.3,-3.9,-0.8,0.3,-1.2
m5-HT2A agonist,12,8,-7,0,3,1,4,-1,2,-6
Cardio protect,5,.,-2,-5,0,15,4,1,37,-6
ABHD5 PLIN5 PPI,5,-9,1,-4,4,7,8,14,0,1
N-glyco inh,0,.,-3,-2,3,?,2,-1,1,0
MC4R antag cAMP,10,.,1,24,4,-19,4,-2,32*,-5

41	CCOC(=O)c1sc(NC(=O)CSc2nncn2C)nc1C
42	COc1ccc2oc(C(=O)OCC(=O)Nc3ccc(NC(C)=O)cc3)c(C)c2c1
43	O=C(CSc1ncc(-c2ccc(F)cc2)n1Cc1ccco1)Nc1nccs1
44	C=CCn1c(Cc2cccs2)nnc1SCC(=O)Nc1ccc(OC)cc1
45	O=C(Cn1cnc2ccccc21)N/N=C/c1ccco1
46	O=S(=O)(Nc1nc2ccccc2nc1Cl)c1ccc(F)cc1

compound no.,41,42,43,44,45,46
ABCB6 inh 2,103,97,100,95,106,95
TLR9-MyD88 inh,-5,-5,2,11,2,-4
NOD2-RIPK2 inh,1,-2,-6,-7,0,-5
SRC2 inh,-35,-61,8,1,-27,-23
MC4R ag barr,-1.4,4.5,-1.2,-0.9,-2.4,0.9
m5-HT2A agonist,2,2,-4,0,5,-3
Cardio protect,-1,-1,6,-12,1,11
ABHD5 PLIN5 PPI,2,2,-11,-1,4,-4
N-glyco inh,4,1,3,-1,1,2
MC4R antag cAMP,10,1,0,2,2,-1

Part of the list above in order of formula weight, lowest first:
40	O=C(Nc1ccc(F)cc1)Nc1cccnc1
41	CCOC(=O)c1sc(NC(=O)CSc2nncn2C)nc1C
31	O=C(CNC(=O)c1ccc(Br)cc1)N/N=C/c1ccc[nH]1

compound no.,40,41,31
ABCB6 inh 2,94,103,104
TLR9-MyD88 inh,9,-5,11
NOD2-RIPK2 inh,-2,1,5
SRC2 inh,-34,-35,7
MC4R ag barr,-1.2,-1.4,1.8
m5-HT2A agonist,-6,2,12
Cardio protect,-6,-1,5
ABHD5 PLIN5 PPI,1,2,5
N-glyco inh,0,4,0
MC4R antag cAMP,-5,10,10
